14-3-3 Bad PPI: disrupts binding of bovine 14-3-3 zeta to phospho-Bad peptide. inhibition, % at 21.7 µM. AID 781. TR-FRET 14-3-3zeta/Dy647-pBad peptide displacement, 1 h. 220,000 compounds, 0.71% hits. P63103;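 active = inhibition above about 70%, limit read from the data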;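 also: 0% = full 14-3-3 plus peptide FRET controls and 100% = background without 14-3-3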
Target sequence (P63103 whole entry, looked up): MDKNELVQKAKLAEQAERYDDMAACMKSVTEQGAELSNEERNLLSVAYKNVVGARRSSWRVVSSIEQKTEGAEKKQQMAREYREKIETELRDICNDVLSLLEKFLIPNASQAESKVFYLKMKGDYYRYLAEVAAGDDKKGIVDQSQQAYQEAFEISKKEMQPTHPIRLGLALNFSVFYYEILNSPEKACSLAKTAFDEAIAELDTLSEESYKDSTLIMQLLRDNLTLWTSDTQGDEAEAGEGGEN
EP2 mod: EP2 receptor (human) modulation | EP2-expressing cells, cAMP HTRF FRET, PGE2 co-stimulation | induction, % at 25 µM | 260,000 compounds, 0.83% hits | AID 940;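 active = compounds whose cAMP rise, as percent of the full-agonist control response, exceeds 60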;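 also: rat C6 glioma line stably carrying human EP2 under a CMV promoter; the protocol text gives 20 µM as final concentration; 100% = response of wells given 1 µM PGE2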
Target sequence (P43116 whole entry, looked up): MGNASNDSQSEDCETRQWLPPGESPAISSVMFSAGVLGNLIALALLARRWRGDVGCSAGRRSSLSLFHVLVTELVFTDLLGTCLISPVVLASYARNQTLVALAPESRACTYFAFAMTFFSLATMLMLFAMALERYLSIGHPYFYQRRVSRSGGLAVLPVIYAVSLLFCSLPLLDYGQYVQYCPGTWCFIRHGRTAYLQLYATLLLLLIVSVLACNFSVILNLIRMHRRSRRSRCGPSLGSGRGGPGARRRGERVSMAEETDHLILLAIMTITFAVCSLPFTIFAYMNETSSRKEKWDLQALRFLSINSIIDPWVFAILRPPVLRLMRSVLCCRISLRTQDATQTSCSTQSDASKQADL
CHOP inhibitor: blocks CHOP induction under ER stress. CHO-K1 CHOP-promoter luciferase, tunicamycin-induced, 15-18 h. inhibition, % at 10 µM. 220,000 compounds, 3.8% hits;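 active = compounds that reduced the stress-induced luciferase reporter signal by more than about 70% of percent inhibition, limit read from the data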;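 also: 0% = tunicamycin plus vehicle and 100% = wells without tunicamycin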
PPC-1+TRAIL kill: compounds killing PPC-1 cancer cells with TRAIL present (potentiator screen, no TRAIL-free arm) | cell killing (% activity), % at 4 µM | AID 1443 | PPC-1 cells + TRAIL, ATPLite viability luminescence | 220,000 compounds, 0.41% hits;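 active = cell killing above 50% in the first pass at 4 µM, then a duplicate retest at 5 µM averaging 50% or more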;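 also: plate controls were cells with TRAIL plus DMSO for no effect and medium-only wells lacking cells for full effect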
TRPML3 agonist: agonists of human TRPML3 channel | 220,000 compounds, 0.29% hits | HEK293 TRPML3-YFP, Fluo-8 calcium fluorescence; 100% = the carbachol control signal | AID 1448 | activation, % at 3 µM;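 active = activation above its plate's cutoff, the mean activation of the plate's test wells plus 3 SD, cut at about 12% in these data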;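 also: 0% = DMSO only wells and 100% = carbachol wells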
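Test system – HEK293 line with stable expression of human TRPML3-YFP channel · Control set – carbachol 87 µM final as high control (100%), DMSO as low control (0%) · Signal – Fluo-8 calcium dye fluorescence, ex 470-495, em 515-575 nm · Incubation – 1-h 37 °C dye load, 5-s basal, 120-s post-compound reads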
NPY-Y1 PAM-ag: human NPY-Y1 potentiation or agonism, primary screen; P25929; NPY-Y1 expressing cells, potentiator/agonist activation; activation, % at 3.6 µM; 220,000 compounds, 0.37% hits; in the data active = activation above about 33%, passing the limit was not always enough;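 also: cells stimulated with NPY at EC10 then isoproterenol at EC100; 0% = low agonist plus stimulus and 100% = saturating agonist plus stimulus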
Target sequence (P25929 whole entry, looked up): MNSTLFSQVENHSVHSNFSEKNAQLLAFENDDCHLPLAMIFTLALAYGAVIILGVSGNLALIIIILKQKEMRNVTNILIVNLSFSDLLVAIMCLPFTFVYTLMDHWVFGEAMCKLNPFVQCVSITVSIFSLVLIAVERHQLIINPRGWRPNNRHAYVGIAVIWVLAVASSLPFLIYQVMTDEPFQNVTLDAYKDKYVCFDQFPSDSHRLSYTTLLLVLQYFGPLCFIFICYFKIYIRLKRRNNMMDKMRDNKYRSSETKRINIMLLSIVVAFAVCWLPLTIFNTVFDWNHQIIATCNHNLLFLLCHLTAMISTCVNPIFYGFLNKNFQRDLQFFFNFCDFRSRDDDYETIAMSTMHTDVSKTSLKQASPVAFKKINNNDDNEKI
EP2 antag: inhibitors of human EP2 prostaglandin E2 receptor | P43116 | C6 glioma cells expressing human EP2, cAMP TR-FRET; cells stimulated with saturating PGE2 | inhibition, % at 25 µM | 260,000 compounds, 0.52% hits | AID 1422;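 active = percent inhibition above 40 after rounding to a whole number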;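 also: rat C6 glioma host cells with rolipram phosphodiesterase inhibitor present; the protocol text gives 20 µM as final concentration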
TRPN1 ag: activates the zebrafish TRPN1 channel; HEK293 zebrafish TRPN1-YFP, Fluo-8 calcium fluorescence; 100% = response to 87 µM carbachol; activation, % at 3 µM; 220,000 compounds, 0.18% hits; AID 1424;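 active = activation above its plate's cutoff, the mean activation of test wells on that plate plus 3 SD, cut at about 19% in these data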;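 also: 0% = DMSO alone and 100% = 87 µM carbachol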
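Material – zebrafish TRPN1-YFP in HEK293 cells · Doses – 3 µM single point · Schedule – dye 1 h 37 °C plus 30 min RT · Signal – Fluo-8 calcium fluorescence, excitation 470-495 nm, emission 515-575 nm · Read-out – % activation versus carbachol response · Control set – carbachol high, DMSO low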
NPY-Y1 antag: NPY-Y1 (human) receptor antagonism; P25929; HEK293-CNG Y1 cells, membrane potential fluorescence; NPY at EC95, then isoproterenol; inhibition, % at 3.6 µM; 200,000 compounds, 1% hits;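 active = inhibition above the campaign mean inhibition of all tested compounds plus 3 SD, cut at about 20% in these data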;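 also: 0% = DMSO wells given NPY plus isoproterenol and 100% = isoproterenol alone without NPY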
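Assay system: HEK293 cells with Y1 receptor plus CNG channel | Probe or stimulus: NPY (25 nM), isoproterenol (1 µM), Ro 20-1724 (25 µM) | Timing: Compound incubation 1 h at room temperature, readout 45 min post-stimulation | Measured by: Membrane-potential fluorescent dye readout | Benchmarks: High control isoproterenol alone, low control NPY with isoproterenol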
* = called active by the depositor; . = no result given; & = joins results of further samples; [ ] = dose if it differs, or a comment.

cpd | compound | 14-3-3 Bad PPI | EP2 mod | CHOP inhibitor | PPC-1+TRAIL kill | TRPML3 agonist | NPY-Y1 PAM-ag | EP2 antag | TRPN1 ag | NPY-Y1 antag
1 | CN1CCN(C(=O)C(C(=O)c2ccc(F)cc2)n2ccccc2=O)CC1 (configuration not stated) | 0 | 18 | 14 | -6 | 0.4 | -19 | -1 | 0.7 | 4
2 | CCOC(=O)C1=C(c2ccccc2)Nc2nc(C)nn2C1c1cccc(OC)c1OC (configuration not stated) | 2 | 4 | -8 | 8 | -0.5 | 3 | 8 | -1.6 | -3
3 | C(=N\N1CCN(c2ccccn2)CC1)/C1=C(N2CCOCC2)C(=C/c2ccccc2)/CC1 | -6 | 29 | -2 | 6 | 0.8 | -18 | 9 | -0.6 | 1
4 | CCCC(c1nnnn1C(C)(C)CC)N1CCN(C2CCCC2)CC1 (configuration not stated) | 73* | 12&0 | -14 | -12 | 1.7 | -21 | 13&5 | -0.3 | 19
5 | CC(=O)c1c(C)[nH]c(C(=O)OCc2ccccc2F)c1C | -6 | -55 | -2 | 21 | 0.5 | 9 | 6 | 1.9 | -2
6 | COC(=O)C1C(c2ccc(OC)cc2)NC(=O)NC1(O)C(F)(F)Cl (configuration not stated) | -2 | 12 | -22 | 8 | -0.1 | 16 | 3 | -0.6 | -1
7 | CC(C)CNC(=O)NC(=O)COc1c(F)c(F)cc(F)c1F | 9 | 18 | 27 | 6 | -0.6 | 23 | 8 | -0.9 | -1
8 | O=C(CN(C(=O)c1ccccc1Cl)N1C(=O)CCCC1=O)c1ccc(Cl)cc1 | -3 | -9 | 8 | 5 | 0.5 | 0 | 7 | 0.8 | 4
9 | COc1cccc(SCc2noc(C(=O)NCc3ccccc3)c2C(=O)NCc2ccccc2)c1 | -2 | -11 | -6 | 8 | . | . | 7 | . | .
10 | CC(C)C[C@H](NC(=O)NCCc1ccc(Cl)cc1)C(=O)O | 2 | 14 | 34 | 1 | 0.7 | -35 | 8 | -1.1 | 7
11 | CCN(CC)S(=O)(=O)c1ccc(N/N=C/c2ccccc2OCC(=O)O)c([N+](=O)[O-])c1 | -11 | 1 | -12 | 14 | 0.2 | 11 | 3 | 0.2 | -4
12 | CC(C)=C1C2CCC1C1C(=O)N(c3ccc(C)c(C)c3)C(=O)C21 (configuration not stated) | -8 | 14 | -14 | 8 | 0.9 | 2 | 8 | -1.3 | 0
13 | Cc1ccc(C)c(NC(=S)NC(NC(=O)/C=C/c2ccccc2)C(Cl)(Cl)Cl)c1 (configuration not stated) | 7 | -11 | 107* | 0 | -0.9 | 8 | 8 | -0.8 | 2
14 | CN1CCOCCOCCN(C)C(=O)N2CCOCCOCCN(CCOCC2)C1=O | . | 17 | 8 | 6 | 0.9 | -6 | 7 | 0.0 | 0
15 | O=S(=O)(Cc1ccc(Cl)cc1)NCC1CCCO1 (configuration not stated) | -2[fluorescence artefact?] | 15 | -12 | -21 | 0.4 | -3 | 8 | 0.3 | -8
16 | Cc1ccc(C(=O)Nc2nnc(SCC(=O)N3CCCc4ccccc43)s2)cc1 | -3 | 30 | 59 | 95* | 0.9 | -34 | 0 | -0.4 | -2
17 | O=C(NCC(c1cccs1)N1CCOCC1)c1ccc(Cl)c(S(=O)(=O)N2CCOCC2)c1 (configuration not stated) | -1 | 1 | 18 | 17 | 0.1 | 19 | 12 | 1.5 | .
18 | COc1ccc(/C=N/NC(=O)C(C)n2cnc3ccccc3c2=O)cc1OC (configuration not stated) | -1 | 4 | 27 | 10 | 0.0 | -15 | 1 | 0.7 | 10
19 | CC(=O)NC1=NN(C(C)=O)C2(S1)C(=O)N(C(C)=O)c1ccc(C)cc12 (configuration not stated) | 1 | -50&10 | -9 | -13 | 0.8 | 18 | 11&5 | 1.4 | 4
20 | O=C(CSc1nnc(Cc2cc(=O)[nH]c(=O)[nH]2)n1-c1ccc(F)cc1)NC1CCCC1 | 2[fluorescence artefact?] | 14 | 1 | 3 | 0.7 | -4 | 5 | 0.4 | -1
21 | FC(F)Oc1ccc(NC(=S)NCc2ccccc2)cc1 | 1 | -17 | 5 | 7 | 0.3 | 21 | 6 | 0.3 | 2
22 | O=C(c1cc([N+](=O)[O-])ccc1Cl)N1CCN(c2ccc(F)cc2)CC1 | 5 | -6 | -4 | 14 | 0.6 | -3 | 1 | 0.5 | 3
23 | Cc1noc(C)c1CCC(=O)O | 2 | 6 | -5 | -1 | 1.2 | -2 | 6 | 1.2 | 1
24 | O=C(NN1C(=O)c2ccccc2NC1c1ccoc1)c1ccccc1 (configuration not stated) | -11 | 28 | 3 | . | 0.6 | 10 | 5 | 0.4 | 1
25 | c1ccc(-n2cnnc2SCc2cn3ccccc3n2)cc1 | -1 | 9 | 18 | 20 | -0.1 | -7 | 5 | -0.1 | 1
26 | CCCOc1cccc(OCC(=O)Nc2nc3ccccc3[nH]2)c1 | -5 | -76 | 11 | 37 | -0.6 | -4 | 9 | 0.0 | 9
27 | Cc1ccc(C)c(Oc2coc3cc(OC(=O)c4cccs4)ccc3c2=O)c1 | . | . | . | . | 0.4 | -14 | 28 | 0.1 | 0
28 | Cc1ccc(C)c(NC(=O)C2CCCN2/C=C/C(=O)C(F)(F)F)c1 (configuration not stated) | -6[fluorescence artefact?] | 17 | 14 | 5 | 0.3 | -12 | 4 | 0.8 | 5
29 | Cc1cc(NC(=O)CSc2nc(C(C)C)nc3ccccc23)no1 | -9 | 0&15 | 13 | 1 | -1.0 | -2 | 13&6 | -1.6 | -1
30 | NC(=O)c1ccc(Oc2cccc3cccnc23)c([N+](=O)[O-])c1 | -15 | -13 | 13 | 3 | -0.1 | 11 | 11 | 0.3 | -4
31 | COc1ccc(NS(=O)(=O)c2ccc(N3C(=O)CCC3=O)cc2)cc1 | -9 | 4 | 30 | -24 | 0.9 | 27 | 5 | 0.3 | -6
32 | Cc1cc2c(s1)c1cnn(Cc3ccccc3F)c(=O)c1n2C | -2[fluorescence artefact?] | 16 | 55 | -12 | 0.9 | -2 | 18 | 5.4 | 5
33 | Cn1c(=O)c2c(ncn2Cc2ccc(Cl)c(Cl)c2)n(C)c1=O | 1 | -3 | 22 | -4 | 1.2 | 6 | 6 | 0.9 | 4
34 | COC(=O)Cc1ccc(NC(=S)NCc2ccccc2Cl)cc1 | 5 | 11 | 25 | 8 | -0.1 | -13 | 6 | 1.4 | 3
35 | Clc1ccc(CO/N=C/c2c(-c3ccccc3)nc3n2CCS3)c(Cl)c1 | 11[fluorescence artefact?] | -60 | 0 | 8 | 0.3 | 29 | 10 | 0.7 | 0
36 | CCN(CC)c1ccc2cc(-c3nnc(-c4ccc(Br)cc4)o3)c(=O)oc2c1 | . | . | . | . | 4.5 | -20 | . | 5.5 | 6
37 | CCO/N=C(/c1nonc1N)N1CCN(c2ccc([N+](=O)[O-])cc2)CC1 | 1 | 24 | 36 | 17 | 0.8 | -20 | 8 | 1.1 | 3
38 | O=C(O)c1cccc(NC(=O)c2cn(-c3ccccc3)nc2-c2cc3ccccc3o2)c1 | -1 | 5 | 29 | 16 | 0.2 | -12 | 15 | 0.4 | -1
39 | CCc1ccc(OCC(=O)NNC(=O)Cc2cccs2)cc1 | -1 | 15 | 27 | 13 | 0.3 | 1 | 7 | 1.4 | 3
40 | C/C(=N/NC(=O)CNC(=O)c1cccnc1)c1cccc([N+](=O)[O-])c1 | -5 | 4 | 7 | . | 0.7 | 5 | 3 | 1.4 | 2
41 | COc1ccc(C2CC(c3ccc(OC)cc3)n3nc(NS(C)(=O)=O)nc3N2)cc1 (configuration not stated) | -18 | 10 | -16 | 22 | 0.1 | -11 | 12 | 0.3 | .
42 | O=C(CN1C(=O)C2C3C=CC(C4CC34)C2C1=O)Nc1cccc2ncccc12 (configuration not stated) | -10 | -41 | 21 | 8 | 1.0 | 10 | 1 | 4.2 | -1
43 | COc1ccc(/C=N/n2c(C)nnc2C)c(OC)c1OC | 4[fluorescence artefact?] | 27 | 3 | 36 | 0.8 | -4 | 19 | 0.1 | 4
44 | CCN1CCN(C(=O)CN(c2cc(OC)ccc2OC)S(C)(=O)=O)CC1 | 2 | 20 | 0 | 9 | 0.1 | -1 | 5 | 0.4 | 0
45 | CCC(=O)c1ccc(OCC(=O)N(C)CC(=O)Nc2cccc(F)c2)cc1 | -9 | -33 | 21 | -18 | 0.9 | 17 | 5 | 1.3 | -3
46 | COc1ccc(Cl)cc1C(=O)NNC1CC(=O)N(Cc2ccc(Cl)cc2)C1=O (configuration not stated) | -26 | -20 | 9 | -4 | 0.5 | -8 | 7 | -1.0 | 8
47 | COc1cccc(/C=N/n2c(-c3n[nH]c4c3CCC4)n[nH]c2=S)c1O | -1[fluorescence artefact?] | 24 | -7 | 6 | 0.2 | -9 | 8 | 1.7 | 1
48 | COc1cc(/C=N/O)ccc1OCc1ccc(Cl)cc1 | -6 | -51 | 39 | 4 | -0.7 | -16 | 4 | -0.6 | 6
49 | COc1ccc(-c2nnc(N(C)C(=O)C3CCOC3)s2)cc1 (configuration not stated) | -11 | -21&-7 | 56 | . | 0.8 | -6 | 17&0 | -0.1 | -2
50 | Cc1c(Cl)cccc1NC(=O)CSc1nnc(CCNC(=O)OC(C)(C)C)o1 | -9[fluorescence artefact?] | 18 | 24 | -14 | 0.7 | -17 | 6 | 3.1 | 3
51 | O=C(O)c1ccc2c3c(cccc13)C(=O)N(OS(=O)(=O)c1ccccc1)C2=O | -6 | 23 | -3 | 1 | 0.5 | -14 | 7 | 0.8 | 1
52 | O=C(Nc1ccc(S(=O)(=O)NC2=NCCCCC2)cc1)c1ccc(C(F)(F)F)cc1 | 3 | -12 | 3 | 36 | 0.3 | 15 | 4 | 3.4 | .
53 | Cc1sc2nc(CSCC(=O)Nc3c(Cl)cccc3Cl)[nH]c(=O)c2c1C | 22[fluorescence artefact?] | -4 | 0 | -24 | 0.1 | 1 | 8 | 0.1 | 5
54 | O=C(N/N=C/c1cn(-c2ccccc2)nc1-c1cc2ccccc2o1)c1ccccc1Br | -6 | 8 | 39 | 30 | 0.3 | -10 | 3 | 0.9 | -6
55 | COc1ccc(-c2cc(=O)oc3cc(OCC(=O)c4cccc([N+](=O)[O-])c4)ccc23)cc1 | 70*[fluorescence artefact?] | 15 | -47 | 13 | 0.8 | -1 | 4 | 0.5 | 3
56 | COc1ccc(-c2nnn(CC(=O)c3ccc4c(c3)OCCO4)n2)cc1OC | -13 | -63 | 39 | 13 | 2.5 | -4 | 7 | 3.0 | 1

Bioassay records deposited in PubChem BioAssay by several laboratories.

Not all compounds are listed (hit frequency here may not be typical).
